Screening data deposited in PubChem by several laboratories.
ARFGAP1 inh = inhibitors of rat ARFGAP1 GAP activity, primary screen, biochemical, fluorescence polarization, GDP tracer. ADP-ribosylation factor GTPase-activating protein 1 (Rattus norvegicus), Q62848. Arfgap1-stimulated ARF1 GTP hydrolysis, GDP FP detection. inhibition, % at 16.5 µM. hit rate 0.26% among 360,000. AID 651572, 2012;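 active = inhibition above a per-plate limit, mean inhibition of low control wells plus 3 SD, cut at about 25% in these data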;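 also: 0% = DMSO wells with enzyme and 100% = wells lacking Arfgap1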
Target sequence (Q62848 1-136 limits assumed): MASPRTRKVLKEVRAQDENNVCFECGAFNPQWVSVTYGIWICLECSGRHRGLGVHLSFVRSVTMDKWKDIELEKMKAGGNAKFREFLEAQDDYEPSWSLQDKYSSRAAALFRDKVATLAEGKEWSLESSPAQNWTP
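Assay system: Rat Arfgap1 GAP domain (His6, aa 1-136), purified enzyme | Buffer or medium: HEPES 25 mM pH 7.5, NaCl 150 mM, MgCl2, DTT | Schedule: GTP hydrolysis reaction 2 h at 25 °C | Signal: FP of antibody-bound GDP Alexa 633 tracer, ex 620/em 688 nm | Measure: Percent inhibition of Arfgap1-stimulated GTP hydrolysis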
rCAG RNA binder = binders of r(CAG) RNA repeats, primary screen, biochemical, fluorescence; r(CAG) RNA repeat, TO-PRO-1 dye displacement fluorescence; inhibition, % at 3 µM; AID 651821, 2012; hit rate 1.3% among 370,000;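 active = inhibition above the plate cutoff, the mean of all test compounds on that plate plus 3 SD, cut at about 35% in these data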;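 also: 0% = DMSO alone and 100% = 100 µM mitoxantrone as full dye displacement; higher means more dye released from RNA so lower well fluorescence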
SMARCA2 activ = SMARCA2 (BRM) function activators, primary screen, cell-based, luminescence, high throughput. MG213 cells, MMTV-luciferase reporter, dexamethasone, overnight. activation, % at 9.1 µM. hit rate 1% among 370,000; in the data active = activation above about 7.8%;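 also: 0% = vehicle wells and 100% = reference activator wells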
NR1D1 modulator = modulators of Rev-erb alpha DNA binding, primary screen, biochemical, FITC-DNA, fluorescence polarization, uHTS; AID 1259318, 2017; activity, % at 10 µM; hit rate 0.79% among 370,000; Rev-erbα–FITC-DNA binding, 90 min;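 active = activity above about 14%, limit read from the data; passing the limit was not always enough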;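 also: 0% = DMSO wells with 35 nM protein and 100% = DMSO wells with 750 nM protein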
ASAP1 inh = inhibitors of human ASAP1 ArfGAP activity, primary screen, biochemical, fluorescence polarization; ASAP1-stimulated ARF1 GTP hydrolysis, GDP FP detection; inhibition, % at 16.5 µM; hit rate 0.19% among 360,000; in the data active = inhibition above about 25%;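 also: 0% = vehicle with enzyme and substrate and 100% = no enzyme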
HTRA1 inhibitor = HTRA1 serine protease inhibitors, primary screen, biochemical, fluorescence polarization, HTS; recombinant HTRA1, FP-rhodamine activity-based probe; Q92743; inhibition, % at 5.96 µM; hit rate 0.5% among 340,000; AID 504803, 2011; in the data active = inhibition above about 36%;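 also: 0% = enzyme with DMSO and 100% = wells lacking enzyme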
Target sequence (Q92743 whole entry, looked up): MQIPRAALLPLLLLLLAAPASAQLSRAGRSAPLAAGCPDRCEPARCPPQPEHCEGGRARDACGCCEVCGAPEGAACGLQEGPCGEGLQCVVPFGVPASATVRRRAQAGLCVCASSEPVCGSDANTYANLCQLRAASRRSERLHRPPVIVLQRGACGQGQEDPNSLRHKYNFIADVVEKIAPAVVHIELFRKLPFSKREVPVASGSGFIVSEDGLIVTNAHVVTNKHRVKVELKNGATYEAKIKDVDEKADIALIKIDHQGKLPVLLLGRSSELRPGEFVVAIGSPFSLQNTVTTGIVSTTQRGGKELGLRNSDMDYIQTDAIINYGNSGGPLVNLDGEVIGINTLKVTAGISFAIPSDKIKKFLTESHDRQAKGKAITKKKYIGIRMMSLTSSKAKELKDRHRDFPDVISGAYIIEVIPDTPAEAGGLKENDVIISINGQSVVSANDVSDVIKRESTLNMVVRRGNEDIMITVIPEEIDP
PG9 binder = binders of HIV-1 gp120 antibody PG9, primary screen, biochemical, TR-FRET | TR-FRET gp120-PG9 antibody binding | inhibition, % at 6.7 µM | hit rate 0.43% among 360,000 | AID 624416, 2012; in the data active = inhibition above about 8.5%
NPR2 activator = human GC-B receptor activators, primary screen, HEK293 GC-B cells, cGMP TR-FRET, EC30 CNP; Atrial natriuretic peptide receptor 2 (Homo sapiens), P20594; 0% at EC30 CNP, 100% saturating CNP; activation, % at 10 µM; hit rate 0.11% among 370,000; AID 1920062, 2024;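 active = activation at 10 µM reaching about 35% in either raw or pattern-adjusted values, limit read from the data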
mABHD4 FP = ABHD4 inhibitors, primary screen, biochemical, fluorescence polarization, mouse; (Lyso)-N-acylphosphatidylethanolamine lipase (Mus musculus), Q8VD66; purified mABHD4, FP-Rh probe fluorescence polarization; inhibition, % at 8.92 µM; hit rate 0.54% among 370,000;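 active = inhibition exceeding the mean over every tested compound plus 3 SD, cut at about 30% in these data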;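 also: 0% = plate median of compound wells and 100% = S159A mutant with DMSO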
Target sequence (Q8VD66 whole entry, looked up): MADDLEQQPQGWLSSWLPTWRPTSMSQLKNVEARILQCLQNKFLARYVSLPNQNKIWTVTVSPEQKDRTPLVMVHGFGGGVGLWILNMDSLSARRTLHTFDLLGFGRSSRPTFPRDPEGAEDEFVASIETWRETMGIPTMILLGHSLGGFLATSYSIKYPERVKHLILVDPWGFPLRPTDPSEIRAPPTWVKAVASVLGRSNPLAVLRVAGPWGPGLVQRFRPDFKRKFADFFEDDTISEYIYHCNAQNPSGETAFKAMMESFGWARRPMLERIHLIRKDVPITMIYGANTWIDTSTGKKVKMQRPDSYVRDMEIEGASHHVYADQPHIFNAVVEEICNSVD
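assay system = mABHD4 protein | compound dosing = single nominal dose of 8.92 µM, 0.89% DMSO final | read-out basis = percent inhibition of probe binding, normalized to plate controls | schedule = Enzyme–compound pre-incubation 45 min, then probe 60 min, both 25 °C | detection = fluorescence polarization, excitation 525 nm, emission 598 nm, BODIPY TMR filters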
GC-A act = GC-A stimulated cGMP production enhancers – HEK293 GC-A cells, cGMP TR-FRET, EC30 ANP, primary screen; Atrial natriuretic peptide receptor 1 (Homo sapiens), P16066; 0% at EC30 ANP, 100% saturating ANP; activation, % at 10 µM; hit rate 0.14% among 370,000; AID 1671463, 2021; in the data active = activation above about 40%
* hit, by the source's call; nt = no result given.

SMILES	ARFGAP1 inh	rCAG RNA binder	SMARCA2 activ	NR1D1 modulator	ASAP1 inh	HTRA1 inhibitor	PG9 binder	NPR2 activator	mABHD4 FP	GC-A act
CCCCNC(=O)Nc1cc(C)on1	4.8	-0.7	-0.2	-4.2	-0.1	9.3	0.7	2.9	3.6	1.8
Cc1ccc(NC(=O)COc2ccc(Cl)cc2Cl)cc1S(=O)(=O)N1CCOCC1	13.5	2.6	-1.7	0.2	2.4	-35.4	1.4	3.2	-27.5	4.3
COc1cc(NC(=O)CN2C(=O)c3ccccc3S2(=O)=O)cc(OC)c1	-0.2	1.4	-0.6	-0.6	8.1	6.3	-1.4	4.8	-4.9	0.4
Cc1ccccc1NC(=O)CN1C(=O)NC(C)(c2ccc3c(c2)OCO3)C1=O (stereo unspecified)	-15.4	2.5	0.4	3.4	-1.6	-0.3	-0.1	-0.3	3.6	4.0
COc1ccc(OC)c(NC(=O)COC(=O)CCc2ccc(S(=O)(=O)N3CCOCC3)cc2)c1	4.8	2.3	-2.5	-5.5	-5.2	0.3	-0.9	3.6	-2.9	-3.7
CCOC(=O)c1ccc(NC(=O)CSc2nnc(CNc3ccc(OC)cc3)n2C)cc1	0.6	2.9	2.0	-4.1	-7.7	0.1	-1.2	-0.6	1.3	-6.3
COc1ccc(NC(=O)CS(=O)CC(=O)NC2CCCc3ccccc32)cc1 (stereo unspecified)	-1.3	0.5	-1.5	-7.6	-2.7	-2.5	1.7	-4.0	-2.7	1.6
COC(=O)c1ccccc1S(=O)(=O)N1CCC(C(=O)NC2CCCCC2C)CC1 (stereo unspecified)	10.0	0.1	-1.1	2.6	-11.5	3.1	0.2	2.0	9.7	0.6
CCOC(=O)C1CCN(S(=O)(=O)c2ccc(Br)c(OCC)c2)CC1	3.2	-6.1	-2.0	-1.1	-2.8	-11.6	0.6	1.4	-9.3	-6.3
CCCCC(CCC(=O)NNC(=O)Cc1ccccc1)C(=O)O (stereo unspecified)	8.8	0.5	-2.9	2.1	-3.9	0.9	-0.9	3.6	-6.0	-3.1

The last 3 compounds of the section before lead into the next.
SMILES	ARFGAP1 inh	rCAG RNA binder	SMARCA2 activ	NR1D1 modulator	ASAP1 inh	HTRA1 inhibitor	PG9 binder	NPR2 activator	mABHD4 FP	GC-A act
COC(=O)c1ccccc1S(=O)(=O)N1CCC(C(=O)NC2CCCCC2C)CC1 (stereo unspecified)	10.0	0.1	-1.1	2.6	-11.5	3.1	0.2	2.0	9.7	0.6
CCOC(=O)C1CCN(S(=O)(=O)c2ccc(Br)c(OCC)c2)CC1	3.2	-6.1	-2.0	-1.1	-2.8	-11.6	0.6	1.4	-9.3	-6.3
CCCCC(CCC(=O)NNC(=O)Cc1ccccc1)C(=O)O (stereo unspecified)	8.8	0.5	-2.9	2.1	-3.9	0.9	-0.9	3.6	-6.0	-3.1
O=C(/C=C/c1ccc[nH]1)c1ccc(F)cc1	-9.9	3.1	2.7	-0.7	-8.9	0.5	-5.4	-4.5	-4.8	4.5
COc1cccc(NC(=O)c2cc(-c3ccccn3)nc3ccccc23)c1	-1.2	3.9	-0.4	8.4	3.5	-35.9	0.9	-0.7	-5.0	4.0
Cc1nc(NC(=O)C2CC2)sc1C(=O)Nc1ccccc1Cl	-3.0	0.4	4.3	-8.7	5.5	-7.6	-0.8	-2.3	-3.2	-0.7
Cc1cc(C)cc(Oc2ccccc2C=O)c1	1.5	2.6	-0.2	-2.6	-7.7	-5.5	0.1	0.4	5.3	-1.9
O=C(CCCN1C(=O)/C(=C\c2cccs2)SC1=S)Nc1ccc(O)cc1C(=O)O	-4.0	60.0*	-2.6	0.1	-4.8	1.2	-3.5	-1.9	3.2	-0.6
CC1(C(=O)NS(=O)(=O)c2ccccc2)CCN1C(=O)COc1ccc(Cl)cc1 (stereo unspecified)	-10.0	5.9	-1.2	3.3	5.0	nt	-1.9	-0.6	1.6	-2.1
COc1ccc(C(CNC(=O)COc2ccccc2)N2CCOCC2)cc1 (stereo unspecified)	-7.5	-6.2	-0.5	8.8	-12.0	-0.4	0.4	-6.7	6.0	-2.1
CCCN(CCC)C(=O)C(c1ccccc1)C1(O)CCCCC1 (stereo unspecified)	7.5	-4.1	2.7	3.4	-11.6	-2.8	-1.7	-3.8	-1.5	-10.5
C=CCn1c(SC)nccc1=O	2.7	5.1	0.0	-0.8	-3.6	-0.4	-0.9	2.9	0.8	-2.3
O=C(/C=C/c1ccc(Cl)cc1)N1CCN(c2ccc(Cl)cc2[N+](=O)[O-])CC1	5.5	0.8	0.9	6.3	13.2	-6.9	0.8	-3.1	1.4	-16.6
c1ccc(N=P(c2nc3ccccc3o2)(N2CCOCC2)N2CCOCC2)cc1	-2.3	-0.8	0.8	-3.6	6.7	3.7	-0.3	-2.6	-1.9	-0.7
O=C(c1ccccc1Cl)N1CCCC(c2nc3c(nnn3Cc3ccccc3)c(=O)[nH]2)C1 (stereo unspecified)	nt	nt	nt	-3.4	nt	-5.4	nt	8.4	nt	9.4
CCN(CC)S(=O)(=O)c1cccc(NC(=O)CN2C(=O)NC3(CCOc4ccccc43)C2=O)c1 (stereo unspecified)	6.8	4.8	-2.4	9.1	-7.1	-9.4	-0.6	-3.4	-1.0	5.8
COc1ccc(C(=O)NCC(=O)OCC(=O)Nc2ncc(Cl)cc2Cl)cc1[N+](=O)[O-]	1.9	8.3	1.1	-1.7	1.1	9.5	-2.1	-2.8	10.7	-2.3
Cc1nc(N)sc1-c1csc(Nc2ccc(Cl)cn2)n1	2.8	19.6	-1.7	3.7	-1.8	42.0*	-1.2	-4.4	20.1	4.3
Cc1cc(C)cc(NCCC#N)c1	3.0	-3.1	0.2	-2.7	6.6	-3.9	-0.7	3.1	-1.0	-0.6
CC(C)(C)c1cc(C(=O)NNc2cccc(Cl)c2)n(Cc2ccccc2)n1	-3.5	-3.6	-0.7	1.0	16.6	-24.4	-0.5	-3.8	-14.3	2.6
CCOC(=O)c1cc2cc([N+](=O)[O-])ccc2oc1=O	-6.0	1.0	2.1	0.1	-12.8	6.8	-1.6	-1.9	-0.6	3.2
O=[N+]([O-])c1ccccc1/C=N/N1CCN(Cc2ccccc2)CC1	5.1	-9.1	0.8	5.2	-11.8	2.6	-1.6	6.9	3.3	-0.9
O=C(Nc1ccc(N2CCOCC2)cc1)Nc1ccc2nc(-c3ccco3)c(-c3ccco3)nc2c1	5.5	26.0	1.4	-13.5	12.9	30.1	-2.0	3.3	19.8	3.8
COCCCN=C1NN=C(c2cc(C)n(Cc3ccco3)c2C)CS1	10.8	4.9	4.1	0.2	15.9	13.3	-2.8	-4.5	-0.4	-2.3
COc1ccc(CC(=O)NCc2ccccc2F)cc1S(=O)(=O)N1CCOCC1	2.5	2.1	-3.3	2.8	-0.4	1.7	1.8	-1.1	1.5	0.9
Cc1ccccc1CN1[C@@H](C)[C@H](c2ccccc2)Oc2cccc(NCC(C)C)c2S1(=O)=O	11.3	5.0	-2.7	-0.7	-6.1	nt	1.0	0.5	3.1	0.9
CN1CCCC(OC(=O)c2ccc(S(=O)(=O)N(C)C)cc2)C1 (stereo unspecified)	10.9	2.5	-1.1	-3.7	0.9	2.1	-1.4	1.4	9.2	1.8
CCCN1CCC(NC(=O)Cc2ccc(C)cc2)CC1	-17.2	1.5	-0.6	1.6	4.9	8.7	3.0	7.7	5.3	2.4
CCCN1C(=O)c2cc(C(=O)Nc3ccccc3CC)ccc2C1O (stereo unspecified)	-0.9	1.0	-1.4	-0.1	0.5	1.3	-1.5	2.0	-2.8	3.5
COc1ccc(Cl)cc1C(=O)CSc1nnnn1C1CCCCC1	1.0	-4.9	-1.5	-1.2	3.6	-27.5	1.1	-4.0	-6.3	-3.1
Cc1ccc(C(CNS(=O)(=O)c2ccccc2)N2CCN(C)CC2)cc1 (stereo unspecified)	-3.6	-0.3	0.2	1.3	-0.2	13.9	-1.4	-5.9	-3.3	-1.4
CC(C)(C)c1cc(NC(=O)COC(=O)c2ccccc2)n(-c2ccccc2)n1	-4.2	-0.1	0.3	-1.9	-3.6	-7.4	-0.7	2.4	1.7	1.3
COc1ccc(C(=O)Nc2ccc3c(c2)nc2n3CCSC2)cc1	-8.2	1.9	4.5	0.2	-10.7	-15.9	-1.0	2.4	-0.4	5.8
COc1ccc2nc(N3CCCCC3)c(/C=C3\SC(=S)NC3=O)cc2c1	-1.4	7.5	-2.0	3.9	-8.0	5.8	1.1	-5.0	-3.1	5.4
O=C(Cc1ccc(S(=O)(=O)N2CCOCC2)s1)Nc1nc2c(s1)CCCC2	5.2	34.1	-5.0	-6.6	1.8	-5.9	-0.6	18.9	8.8	-8.2
CC(C)OC(=O)CN1CCN(C2c3ccccc3-c3ccccc32)CC1	-19.1	-2.8	-2.1	0.0	3.3	-0.4	-2.4	-1.8	-14.5	-3.2
CCOC(=O)N1CCN(C(=S)NC(=O)c2nn(C)cc2Br)CC1	4.2	1.3	-0.8	6.1	0.7	1.6	-2.3	8.0	0.2	4.3
Cc1ccc(Oc2nc(CN3CCOCC3)nc3sc4c(c23)CCC(C)C4)cc1 (stereo unspecified)	-0.9	-3.0	-2.5	-1.7	-2.3	-14.1	-0.8	-8.3	-3.8	-1.4
CCC1(C)N=C(c2ccc3c(c2)OCO3)CC(c2ccccc2O)N1 (stereo unspecified)	-0.2	10.8	4.0	3.4	5.6	-44.9	-1.8	-2.0	-14.9	-18.0
COc1ccc(Cl)cc1S(=O)(=O)N1CCN=C1C	-7.4	1.2	-2.0	-0.3	-13.7	-0.2	1.5	0.9	4.6	-2.2
Cc1ccc(-c2nc(NCCN3CCOCC3)c3ccccc3n2)cc1	6.1	6.7	4.9	-1.5	-12.2	-11.6	-2.4	3.8	-9.4	5.3
CCOC(=O)CN/C=C(\C#N)c1ccccc1	16.5	-2.6	-3.3	-6.0	2.9	-0.6	-1.3	-1.9	3.5	1.7
C[C@H](O)[C@@H]1CN2CCc3c([nH]c4ccccc34)[C@@H]2C[C@@H]1N(C)CC1CCCCC1	2.0	0.3	-2.8	-1.1	10.3	nt	-0.6	2.4	-1.6	-5.3
O=C(COc1ccc(Br)cc1)N1CCNC1=O	6.8	-0.2	-0.4	0.2	-4.1	3.3	-2.3	-1.7	-2.1	10.9
Cc1ccc(-c2nnc(N(C)C(=O)c3cccnc3)s2)cn1	0.8	-1.1	5.8	-1.9	25.6*	-3.5	-2.6	2.1	0.2	-4.9
